Compound activity as filed in PubChem.
Nrf2 block: Nrf2 qHTS screen for inhibitors; A549 ARE-Fluc reporter, luciferase luminescence, 18-24 h; Potency, µM (doses to about 46 µM), without a hit: top-dose activity change, negative = inhibition, hits mostly inhibitors; actives 2.1% (n = 360,000); AID 504444, 2011; note: potency is the fitted concentration of half-maximal effect; % is set by controls: 0 for no effect and ±100 for the full control effect; nearly all actives have a fitted effect of over 60% in size
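Reporter: ARE-Fluc in A549. Exposure: 18-24 h, 37 °C, 5% CO2, 5% FBS OPTI-MEM. Readouts: fluorescent cytotoxicity (CellTiter-Fluor), then luminescent Nrf2 signal after BugLite.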
S2 tox: Viability Counterscreen for Primary qHTS for Inhibitors of ATXN expression. S2 cells (HEK-293 line with an ATXN2-luciferase reporter) viability, CellTiter-Fluor protease fluorescence, 24 h. Potency, µM (series often up to 56.7 µM), usual class: cytotoxic. actives 0.49% (n = 400,000); note: potency is the fitted concentration of half-maximal effect; nearly all actives have a fitted effect of over 40% in size
HepG2 viability: qHTS for Inhibitors of TGF-b: Cytotox Counterscreen; HepG2 CAGA-GFP viability, ATP luminescence, 18 h; Potency, µM (titrated, usually from 46.1 µM), for the others: top-dose activity change, negative = cytotoxicity, usual class: cytotoxic; actives 0.76% (n = 410,000); AID 588856, 2011; note: potency is the fitted concentration of half-maximal effect; some results filed as inactive show a strong effect at the top dose
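HepG2 CAGA-GFP cells (1000/well, DMEM with 1% FBS) received compound, then TGF-beta at 500 pg/mL final, and were incubated 18 hours at 37 degrees C. Viability was read by CellTiter-Glo luminescence. Media-only wells were set as complete cell-killing and DMSO as no toxicity.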
TGFb inhibitor: qHTS for Inhibitors of TGF-b; HepG2 CAGA-GFP TGF-b/SMAD3 reporter, GFP fluorescence, 18 h; TGF-beta stimulated, 500 pg/mL final; Potency, µM (top dose mostly 46.1 µM), without a hit: at the highest dose activity, negative = inhibition, most hits filed as inhibitors; actives 1.2% (n = 410,000); AID 588855, 2011; note: potency is the fitted concentration of half-maximal effect; % is set by controls: 0 for no effect and ±100 for the full control effect; nearly all actives have a fitted effect of over 65% in size
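Per well, imaged GFP fluorescence of HEPG2 CAGA-GFP cells gives the signal; cells get compound, then TGF-beta (500 pg/mL final), 18 h at 37 degrees C; %Activity versus -TGF-beta and +DMSO controls.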
Mm-Cpn inhibitor: Inhibitors of TCP-1 ring complex (TRiC) of Methanococcus maripaludis (MmCpn): qHTS | Chaperonin Mm-Cpn (Methanococcus maripaludis) | purified Mm-Cpn ATPase, ADP Transcreener TR-FRET | Potency, µM (doses to about 76.9 µM), without a hit: at the top dose activity, negative = inhibition, hits mostly inhibitors | actives 0.031% (n = 330,000); note: potency is the fitted concentration of half-maximal effect; % is set by controls: 0 for no effect and ±100 for the full control effect; nearly all actives have a fitted effect of over 80% in size
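Quantitative HTS used 25 nM Mm-CPN and 10 uM ATP in magnesium/KCl Tris buffer, pH 7.4, with 1 mM DTT. Hydrolysis ran 30 min at 37°C; ADP was read by HTRF.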
CCT chaperon mod: High-Throughput Screening for Modulators of Cytosolic Chaperonin Activity; actives 0.3% (n = 360,000); AID 651819, 2012; purified chaperonin ATPase assay, HTRF ADP detection, 30 min; activity change, % (test concentration not listed), hits read low; in the data active = activity change below about -30%; note: % is set by controls: 0 for no effect and ±100 for the full control effect
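We incubate TRiC, 40 or 20 nM final, with library compounds at 76 uM and 10 uM ATP for 30 min at 37 °C. ADP formed is detected with Transcreener HTRF reagents after 30 min at room temperature.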
pAkt inh: HTS Assay for Inhibitors of Akt Phophorylation: Primary Screen; Neuro2A IGF-stimulated pAkt S473 HTRF, 20 min; hits give low values; activity change, % for hits at 50 µM; actives 0.32% (n = 360,000); AID 651550, 2012; in the data active = activity change below about -80%; inconclusive = mostly about -51% to -80%; note: % is set by controls: 0 for no effect and ±100 for the full control effect
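Single-point screen (50 µM final compound) in Neuro2A cells stimulated 20 min with 6 nM IGF at 37 deg C. After lysis, Ser473-phosphorylated Akt read by HTRF (ex 330 nm, em 615/665 nm) as the 665/615 ratio.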
Nrf2 ARE act: qHTS of Nrf2 Activators | AREc32 ARE-luciferase reporter (MCF7-derived line), luminescence, 24 h | Potency, µM (titrated, usually from 46.1 µM), for inactives: at the top dose activation, usual class: activators | actives 0.31% (n = 410,000) | AID 624171, 2012; note: potency is the fitted concentration of half-maximal effect; % of control where 0% means no effect; nearly all actives have a fitted effect of over 65% in size
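For detection, Steady-Glo was added and plates sat 30 min at RT; before that, AREc32_Fluc cells grown overnight in OPTI-MEM/5% FBS had been treated with 23 nL compound for 24 hr at 37 deg C.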
A549 tox: Nrf2 qHTS screen for inhibitors: counterscreen for cytotoxicity; Potency, µM (titrated, usually from 46 µM), inactives show top-dose activity change, negative = cytotoxicity, most hits filed as inhibitors; actives 0.16% (n = 390,000); A549 ARE-Fluc cells, CellTiter-Fluor viability, 18-24 h; note: potency is the fitted concentration of half-maximal effect; % is set by controls: 0 for no effect and ±100 for the full control effect
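Cytotoxicity counterscreen: CellTiter-Fluor fluorescence was measured in A549 ARE_Fluc cells after 18-24 h of compound exposure in a concentration series. The subsequent BugLite luminescent read reports ARE-luciferase activity.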
Active calls of the source: *; [ ] = remark or other dose. Unless noted, calls come from the whole dose curve; as a rule, active = well fitted curve in the direction sought with a large enough effect; inconclusive = small, poorly fitted or top-dose-only effect, or another doubt; inactive = no such curve, though single readings can be large; an effect the other way counts as inactive or inconclusive.

How did COc1ccc(C(CC(=O)N2CCN(C)CC2)NC(=O)C(F)(F)F)cc1 (stereo unspecified) do in these assays?
Nrf2 block: 0.2%; S2 tox: inactive; HepG2 viability: 0.0%; TGFb inhibitor: 9.1%; Mm-Cpn inhibitor: 0.0%; CCT chaperon mod: -0.7; pAkt inh: inactive; Nrf2 ARE act: 0.2%; A549 tox: -5.7%

What do the screens show for `COc1cc2oc3cc(C)oc(=O)c3c2cc1OC`?
Nrf2 block: -0.3%; S2 tox: inactive; HepG2 viability: -9.3%; TGFb inhibitor: 6.3%; Mm-Cpn inhibitor: -5.9%; CCT chaperon mod: -3.9; pAkt inh: inactive; Nrf2 ARE act: -0.6%; A549 tox: -0.8%

What do the screens show for `CCc1ccc(OC(C)C(=O)N2CCC(c3nc4ccccc4o3)CC2)cc1` (stereo unspecified)?
Nrf2 block: inconclusive; HepG2 viability: -42.6%; TGFb inhibitor: inconclusive; Nrf2 ARE act: 0.3%; A549 tox: -7.9%

What do the screens show for `O=c1c(/C=N/N2CCOCC2)c(C(F)(F)F)[nH]n1-c1ccccc1`?
Nrf2 block: -11.6%; S2 tox: inactive; HepG2 viability: -3.7%; TGFb inhibitor: -21.2%; Mm-Cpn inhibitor: 0.1%; CCT chaperon mod: -2.5; pAkt inh: inactive; Nrf2 ARE act: -1.3%; A549 tox: -6.9%

How did CCOC(=O)c1c(-c2ccc(OC)cc2)oc2ccc(OCc3ccc(C(=O)OC)cc3)cc12 do in these assays?
Nrf2 block: -9.4%; S2 tox: inactive; HepG2 viability: -14.7%; TGFb inhibitor: -2.4%; Nrf2 ARE act: -0.1%; A549 tox: -1.7%

Results for O=C(COC(=O)c1cc(S(=O)(=O)N2CCOCC2)ccc1O)NCc1ccc2c(c1)OCO2 ?
Nrf2 block: 7.5%; S2 tox: inconclusive; HepG2 viability: 0.6%; TGFb inhibitor: 1.3%; Mm-Cpn inhibitor: 1.8%; CCT chaperon mod: -1.0; pAkt inh: inactive; Nrf2 ARE act: -0.7%; A549 tox: 5.7%

How did Cc1[nH]c2c(Cl)cccc2c(=O)c1CN1CCCCCC1 do in these assays?
Nrf2 block: 14.0%; S2 tox: inactive; HepG2 viability: -12.5%; TGFb inhibitor: 2.7%; Mm-Cpn inhibitor: -2.6%; CCT chaperon mod: -2.1; pAkt inh: inactive; Nrf2 ARE act: 0.2%; A549 tox: -3.0%

What do the screens show for `COCCn1c(=N)c(S(=O)(=O)c2ccc(Br)cc2)cc2c(=O)n3ccccc3nc21`?
Nrf2 block: 1.9%; S2 tox: inactive; HepG2 viability: 2.4%; TGFb inhibitor: -0.7%; Mm-Cpn inhibitor: -0.5%; CCT chaperon mod: 1.2; Nrf2 ARE act: -0.2%; A549 tox: -4.6%

How did COCCCC1CCN(C(=O)C2CCC(=O)N(C3CCCC3)C2)CC1 (stereo unspecified) do in these assays?
Nrf2 block: 1.2%; S2 tox: inactive; HepG2 viability: 37.1%; TGFb inhibitor: -6.5%; Mm-Cpn inhibitor: 2.3%; CCT chaperon mod: -2.3; pAkt inh: inactive; Nrf2 ARE act: 0.0%; A549 tox: inconclusive

What do the screens show for `Brc1ccc(-c2cnc3n2CCCC3)cc1`?
S2 tox: inactive; HepG2 viability: 1.6%; TGFb inhibitor: 0.0%; Mm-Cpn inhibitor: 1.1%; CCT chaperon mod: 0.6; pAkt inh: inactive; Nrf2 ARE act: 2.3%; A549 tox: -12.3%

What do the screens show for `CCc1cccc(CC)c1NC(=O)CN1CC(C)SC1=NC1CCCCC1` (stereo unspecified)?
Nrf2 block: 5.1%; S2 tox: inconclusive; HepG2 viability: -4.0%; TGFb inhibitor: 0.1%; Mm-Cpn inhibitor: 0.7%; CCT chaperon mod: -1.0; pAkt inh: inactive; Nrf2 ARE act: -0.7%; A549 tox: -28.1%

How did CS(=O)(=O)c1nc(S(=O)(=O)c2ccc(Cl)cc2)c(NCCN2CCOCC2)s1 do in these assays?
Nrf2 block: 2.0%; S2 tox: inactive; HepG2 viability: -1.9%; TGFb inhibitor: -1.5%; Mm-Cpn inhibitor: inconclusive; CCT chaperon mod: 0.1; pAkt inh: inactive; Nrf2 ARE act: 17.3%; A549 tox: 2.8%

Results for COc1ccc(/C=N/NC(=O)c2nc(-c3ccccc3)n(-c3ccccc3)n2)c(O)c1 ?
Nrf2 block: inconclusive; S2 tox: inactive; HepG2 viability: -5.2%; TGFb inhibitor: 0.0%; Mm-Cpn inhibitor: -1.0%; CCT chaperon mod: -1.9; pAkt inh: inactive; Nrf2 ARE act: -0.2%; A549 tox: inconclusive

Results for CCOC(=O)NC(=S)Nc1ccc(C(C)(C)C)cc1 ?
Nrf2 block: -2.9%; S2 tox: inactive; HepG2 viability: -21.0%; TGFb inhibitor: -5.2%; Mm-Cpn inhibitor: 0.2%; CCT chaperon mod: -2.4; pAkt inh: inactive; Nrf2 ARE act: 4.4%; A549 tox: -17.0%

Results for CCCC[C@@H]1C[C@H]1[C@@H](NC(=O)c1cccs1)c1ccc(C(F)(F)F)cc1 ?
Nrf2 block: -13.3%; S2 tox: inactive; HepG2 viability: -24.1%; TGFb inhibitor: -22.4%; CCT chaperon mod: -0.5; pAkt inh: inactive; Nrf2 ARE act: 0.0%; A549 tox: 5.9%

How did CCCCNC(=O)c1ccc(C)c(NC(=O)C2=C(C)OCCS2)c1 do in these assays?
Nrf2 block: 4.6%; S2 tox: inactive; HepG2 viability: -0.5%; TGFb inhibitor: 0.2%; Mm-Cpn inhibitor: 1.0%; CCT chaperon mod: 1.2; pAkt inh: inactive; Nrf2 ARE act: -0.6%; A549 tox: -0.3%

What do the screens show for `COCCCNC(=O)Cn1cc2c(n1)CCCCC2`?
Nrf2 block: -21.4%; S2 tox: inactive; HepG2 viability: -5.5%; TGFb inhibitor: -4.4%; Mm-Cpn inhibitor: -11.1%; CCT chaperon mod: -0.5; pAkt inh: inactive; Nrf2 ARE act: -0.6%; A549 tox: -6.5%

Results for S=c1nc(-c2ccccc2)n(Cc2cccnc2)c2c1CCCC2 ?
Nrf2 block: 21.2%; S2 tox: inconclusive; HepG2 viability: 8.0%; TGFb inhibitor: -23.2%; Mm-Cpn inhibitor: -6.2%; CCT chaperon mod: 0.7; pAkt inh: inactive; Nrf2 ARE act: -0.2%; A549 tox: -16.1%

What do the screens show for `CCC(=O)N1CCc2cc(S(=O)(=O)N3CCN(c4ccccn4)CC3)ccc21`?
Nrf2 block: -24.5%; S2 tox: inactive; HepG2 viability: -34.9%; TGFb inhibitor: -1.6%; Mm-Cpn inhibitor: 1.5%; CCT chaperon mod: 1.5; pAkt inh: inactive; Nrf2 ARE act: -0.4%; A549 tox: -4.1%

How did COc1cc(CNCCN2CCOCC2)ccc1OCc1cccc(Cl)c1 do in these assays?
Nrf2 block: 26.0%; S2 tox: inactive; HepG2 viability: -22.6%; TGFb inhibitor: 67.1%[activator]; Mm-Cpn inhibitor: 0.7%; CCT chaperon mod: 1.1; pAkt inh: inactive; Nrf2 ARE act: 1.5%; A549 tox: -1.4%

How did Oc1c(Cl)cc(Cl)cc1C1Nc2ccccc2-n2cccc21 (stereo unspecified) do in these assays?
Nrf2 block: 5.7%; S2 tox: inactive; HepG2 viability: 2.4%; TGFb inhibitor: 5.3%; Mm-Cpn inhibitor: -1.0%; CCT chaperon mod: -0.9; pAkt inh: inactive; Nrf2 ARE act: 3.0%; A549 tox: -0.2%

How did CCn1c2c(c(=O)n3ncc(C(=O)Nc4ccc(OC(F)(F)F)cc4)c13)CN(Cc1ccc(OC)cc1)CC2 do in these assays?
S2 tox: inactive; HepG2 viability: -16.6%; TGFb inhibitor: inconclusive; Nrf2 ARE act: 12.2%; A549 tox: -11.4%

How did Cc1ccc(S(=O)(=O)Nc2ccccc2N2CCOCC2)cc1 do in these assays?
Nrf2 block: -9.2%; S2 tox: inactive; HepG2 viability: 0.2%; TGFb inhibitor: -13.2%; Mm-Cpn inhibitor: 0.8%; CCT chaperon mod: -0.8; pAkt inh: inactive; Nrf2 ARE act: -0.1%; A549 tox: -12.2%

How did CN1C(=O)c2ccccc2N(C)C1c1ccccc1Cl (stereo unspecified) do in these assays?
Nrf2 block: -26.9%; HepG2 viability: -0.8%; TGFb inhibitor: -21.1%; Mm-Cpn inhibitor: 0.4%; CCT chaperon mod: -0.3; pAkt inh: inactive; Nrf2 ARE act: -0.1%; A549 tox: -2.1%

How did O=C(OC1CCOC1=O)c1ccc(-c2nc3ccccc3s2)s1 (stereo unspecified) do in these assays?
Nrf2 block: 8.8%; S2 tox: inactive; HepG2 viability: -27.6%; TGFb inhibitor: -2.0%; Mm-Cpn inhibitor: 0.2%; CCT chaperon mod: -1.0; pAkt inh: inactive; Nrf2 ARE act: 0.5%; A549 tox: -3.2%

Results for CC(C)(C)C(=O)NC1CCN(CC(=O)Nc2ccc3c(c2)OCO3)CC1 ?
Nrf2 block: -4.4%; S2 tox: inactive; HepG2 viability: -21.8%; TGFb inhibitor: -15.5%; Mm-Cpn inhibitor: 4.9%; CCT chaperon mod: -0.5; pAkt inh: inactive; Nrf2 ARE act: 2.5%; A549 tox: 5.0%

Results for Cc1ccc(Cn2nnc(C(=O)Nc3ccc(F)c(F)c3)c2N)cc1 ?
Nrf2 block: inconclusive; S2 tox: inactive; HepG2 viability: 6.7%; TGFb inhibitor: -0.7%; Nrf2 ARE act: 4.0%; A549 tox: 12.4%
